Screening data as filed in PubChem.
JMJD2C inh = blocks human GASC-1 demethylase activity. GST-JMJD2C(1-420) H3K9me3 demethylation, DELFIA europium. inhibition, % at 2.35 µM. actives 0.069% (n = 330,000). AID 2099;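 active means more than half of a compound's replicate wells show inhibition beyond 50%, single wells judged on their own value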;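 further: signal counts dimethyl H3K9 product captured on neutravidin plate; 0% = median of DMSO wells and 100% = 0.3 times that DMSO median; strong numbers were not always called active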
MEP2 TOR yeast = yeast TOR pathway MEP2-GFP modulation; S. cerevisiae MEP2-GFP strain, flow cytometry GFP, 3 h; 100% = DMSO control level; GFP response vs DMSO, % at 10 µM; actives 0.51% (n = 330,000);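 active means GFP response versus DMSO above a set limit, roughly screen mean plus 3 SD, cut at about 180% in these data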;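 further: median GFP fluorescence of the barcode-gated MEP2-GFP cells per well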
AHR act = human AHR activation. P35869. AHR-responsive luciferase reporter cells, luminescence. activation, % at 5 µM. actives 2.5% (n = 320,000). AID 2796; in the data active means activation above about 47%;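 further: 0% = vehicle wells and 100% = reference agonist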
proCasp7 act = activates human procaspase-7, counter-screen for procaspase-3 activators; activation, % at 8.5 µM; actives 0.093% (n = 330,000); P55210; recombinant procaspase-7, Ac-DEVD-pNA absorbance 405 nm; D23A/D198A/D206A triple mutant, cannot self-cleave; scale: DMSO 0, 5 µM enzyme 100; AID 463210;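 active means percent activation above the screen-wide mean plus 3 SD, cut at about 25% in these data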
Target sequence (P55210 whole entry D23A/D198A/D206A): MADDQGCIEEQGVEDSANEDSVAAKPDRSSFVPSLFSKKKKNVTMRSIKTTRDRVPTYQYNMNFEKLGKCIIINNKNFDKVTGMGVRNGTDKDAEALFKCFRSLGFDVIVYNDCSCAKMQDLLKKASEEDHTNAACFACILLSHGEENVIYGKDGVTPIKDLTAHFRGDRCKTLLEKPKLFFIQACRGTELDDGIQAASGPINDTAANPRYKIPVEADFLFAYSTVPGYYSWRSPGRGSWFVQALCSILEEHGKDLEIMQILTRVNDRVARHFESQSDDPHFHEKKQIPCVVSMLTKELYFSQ
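Assay system: Uncleavable procaspase-7 mutant enzyme | Input: 2 µM procaspase-7 mutant as dispensed | Timing: 1 h compound preincubation, 2 h substrate cleavage, 25 °C | Repeats: One well per compound | Control set: DMSO wells as 0%, DMSO with 5 µM added PC-7 as 100% | Technique: Epi-absorbance of released pNA at 405 nm, two timepoints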
RPL19A-GFP yeast = alters RPL19A-GFP fluorescence in TOR pathway yeast screen; percent response vs DMSO, % at 10 µM; actives 0.3% (n = 330,000); S. cerevisiae RPL19A-GFP strain, flow cytometry, 3 h; hits give low values;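 active means percent response vs DMSO below 50%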;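 further: median channel GFP fluorescence of the barcoded RPL19A-GFP strain; ratio of sample median GFP to plate DMSO average so 100% = DMSO; lower means less RPL19A-GFP as with rapamycin TOR inhibition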
proCasp3 act = activators of human procaspase-3. P42574. recombinant procaspase-3 D3A, Ac-DEVD-pNA absorbance 405 nm. activation, % at 8.5 µM. actives 0.11% (n = 330,000). AID 463141;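 active means activation above the mean of all tested compounds plus 3 SD, cut at about 21% in these data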;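 further: 0% = DMSO alone and 100% = DMSO wells spiked with extra 5 µM PC-3 D3A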
Target sequence (P42574 whole entry D9A/D28A/D175A): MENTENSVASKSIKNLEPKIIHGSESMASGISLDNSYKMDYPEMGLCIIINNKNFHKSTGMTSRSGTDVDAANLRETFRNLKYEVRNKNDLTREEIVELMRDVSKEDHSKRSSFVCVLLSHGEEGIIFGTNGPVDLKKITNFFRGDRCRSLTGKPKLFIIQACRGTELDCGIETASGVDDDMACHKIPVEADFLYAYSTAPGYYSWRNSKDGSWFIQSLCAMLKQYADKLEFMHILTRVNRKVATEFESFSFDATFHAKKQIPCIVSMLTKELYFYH
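Assay system – Procaspase-3 D3A mutant · Benchmarks – DMSO low control, extra-enzyme high control · Technique – 405 nm absorbance of p-nitroaniline, reads at 0 and 120 min · Doses – 8.5 µM nominal · Measure – % activation between DMSO and enzyme-spiked controls · Also added – Ac-DEVD-pNA chromogenic peptide substrate · Schedule – 1 h compound preincubation, 2 h substrate hydrolysis at 25 °C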
LAP4-GFP MLPCN = modulators of TOR pathway LAP4-GFP in S. cerevisiae | S. cerevisiae LAP4-GFP multiplex, flow cytometry GFP, 3 h; median GFP as percent of DMSO wells | GFP response vs DMSO, % at 10 µM | actives 0.34% (n = 320,000) | AID 2023;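 active means GFP response vs DMSO above a set limit, about the screen mean plus 3 SD, cut at about 150% in these data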
Yeast superoxide = caloric restriction mimetics inhibiting age-related superoxide in yeast | S. cerevisiae aged cells, superoxide DHE fluorescence; hits give low values | superoxide response (% of plate mean), % at 10 µM | actives 0.18% (n = 330,000) | AID 2690;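 active means superoxide response under a set limit, about three screen SD below normal, cut at about 65% in these data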;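 further: yeast aged for seven days with compound at 30 °C before DHE staining; 100% = average MFI of all compound-treated wells on the plate with controls excluded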
The depositor's hits bear a star; . = not tested or not shown; [ ] = another dose, or the depositor's remark.

SMILES | JMJD2C inh | MEP2 TOR yeast | AHR act | proCasp7 act | RPL19A-GFP yeast | proCasp3 act | LAP4-GFP MLPCN | Yeast superoxide
CCn1c(=O)c2sccc2n(CC(=O)NC2CCCCC2)c1=O | 25 | 106 | -1 | 7 | 103 | 1 | 92 | 105
Cc1cccc(C)c1NC(=O)CNC(=O)c1cccnc1 | -12 | 105 | 1 | -5 | 107 | 8 | 82 | 118
COc1ccc(-c2nc3ccc(C)cn3c2NCc2ccccc2)cc1SC1CCCCC1 | 5 | 95 | 20 | 7 | 103 | 14 | 108 | 106
O=C(O)c1ccc(CNCc2ccccc2Cl)cc1 | 9 | 97 | -2 | 3 | 97 | -2 | 94 | 116
C=CC[C@@H](CC(=O)N[C@@H](CO)Cc1ccccc1)C(=O)NC[C@@H](OC(=O)[C@@H](CC=C)CC(=O)OC(C)(C)C)c1ccccc1 | -77 | 106 | -2 | 5 | 105 | 4 | 102 | 110
Cn1c(=O)c2c(nc(CN3CCN(C(=O)c4ccco4)CC3)n2CCc2ccccc2)n(C)c1=O | 1 | 96 | 0 | 12 | 96 | -4 | 93 | 105
COc1ccc(C(c2nnnn2Cc2cccs2)N2CCN(c3ccc(F)cc3)CC2)cc1OC (stereo unspecified) | -20 | 96 | 0 | 4 | 100 | -11 | 103 | 103
C=CCN1C(=O)N(/C=C/C)c2cccc3cccc1c23 | 14 | 98 | 2 | 2 | 102 | -2 | 100 | 90
CCn1ccc(C(=O)Nc2ccc(Cl)cn2)n1 | 1 | 97 | 7 | 7 | 96 | 0 | 101 | 111
C=CCOC(=O)COc1ccc2c(C)c(C)c(=O)oc2c1C | 7 | 91 | -1 | 3 | 98 | 3 | 104 | 105
CN(C)CC(O)COC(c1ccccc1)c1ccccc1 (stereo unspecified) | 14 | 106 | 3 | -2 | 102 | 3 | 103 | 100
Cc1cnc(NC(=O)C2CCCC2)s1 | 7 | 103 | 2 | 8 | 88 | -1 | 107 | 94
O=C(Nc1ccc(CN2CCOCC2)cc1)c1cc(Br)ccc1Cl | -12 | 105 | . | . | 106 | . | 100 | 98
Cc1oc2c(CN3CCCCC3C)c(O)ccc2c(=O)c1-c1ccc(Br)cc1 (stereo unspecified) | 8 | 120 | . | . | 123 | . | 111 | 98
O=C(COC(=O)c1ccc(-c2ccc([N+](=O)[O-])cc2)o1)NC(=O)NC1CCCCC1 | 3 | 98 | 2 | -1 | 98 | 3 | 97 | 87
CC(C)c1ccc(N(CC(=O)NCCc2ccccc2)C(=O)c2csnn2)cc1 | -2 | 101 | 2 | 1 | 104 | 4 | 99 | 94
CC(C)(C)c1cc(-c2n[nH]c(=S)n2-c2ccccc2F)n[nH]1 | -1 | 96 | 1 | -24 | 95 | -13 | 112 | 100
CC(C)CNC(=O)COC(=O)c1n[nH]c2ccccc12 | -7 | 103 | 8 | 9 | 101 | 5 | 100 | 98
O=C(Cc1ccccc1)NCC(=O)N/N=C/c1ccc([N+](=O)[O-])s1 | 26 | 101 | 2 | 6 | 103 | -6 | 100 | 128
CCc1nn2c(=O)cc(COc3cccc(NC(=O)c4ccco4)c3)nc2s1 | -1 | 100 | 1 | 4 | 102 | 8 | 111 | 112
CC(=O)N(C(C)=O)N1C(=O)C2C3c4ccccc4C(c4ccccc43)C2C1=O (stereo unspecified) | 5 | 106 | -1 | 8 | 103 | -7 | 84 | 106
C/C(=N\NC(=O)c1cccs1)c1ccc2c(c1)OCO2 | 0 | 100 | 29 | 8 | 96 | 3 | 97 | 83
O=C(c1ccccc1-n1cccn1)N1CCc2c([nH]c3ccccc23)C1c1ccccn1 (stereo unspecified) | 1 | 93 | 9 | 6 | 88 | 1 | 94 | 98
COC(=O)C1=C(N)N(c2ccccc2F)C2=C(C(=O)CC(C)(C)C2)C1c1ccc(OC)c(OC)c1 (stereo unspecified) | -18 | 103 | 8 | 7 | 102 | -2 | 89 | 96
CCOc1ccc(C(=O)NCC(=O)OCc2c(C)noc2C)cc1 | . | 99 | 2 | 0 | 90 | 2 | 84 | 91
O=c1cc(CN2CCN(c3cccc(C(F)(F)F)c3)CC2)nc2sccn12 | -4 | 104 | 1 | 7 | 102 | -6 | 98 | 99
CCSc1nc2ccccc2c(=O)n1CCc1ccc(OC)c(OC)c1 | 43 | 94 | 16 | 14 | 92 | -4 | 121 | 105
CCCn1c(CC)nc([N+](=O)[O-])c1S(=O)(=O)c1ccccc1 | -15 | 109 | 2 | 3 | 107 | -1 | 96 | 87
CCC(C)C(=O)Nc1nnc(CCc2ccccc2)s1 (stereo unspecified) | 73 | 113 | -2 | 3 | 111 | -1 | 104 | 83
CCCCOCCCNC(=O)N[C@H](C(=O)OC)C(C)CC (stereo partly specified) | 4 | 100 | 2 | 1 | 97 | -10 | 105 | 107
CCC(=O)NCc1ccc2[nH]c(C)cc2c1 | 9 | 99 | -1 | -3 | 95 | 8 | 111 | 97
Cn1nc(C(C)(C)C)cc1C(=O)NNC(=O)c1ccccc1Cl | . | 96 | -1 | 4 | 96 | -2 | 105 | 106
Cc1nn(CCOc2ccccc2)c(=O)n1-c1cccc(F)c1 | 4 | 106 | -2 | 2 | 101 | 3 | 103 | 93
Cc1ccc(C(=O)COC(=O)CCC(=O)Nc2cccc(Cl)c2)cc1[N+](=O)[O-] | -21 | 102 | 1 | 5 | 97 | 0 | 102 | 93
CCOC(=O)Cc1csc(NC(=O)c2ccc(Br)cc2)n1 | -2 | 101 | 2 | -1 | 98 | -4 | 86 | 95
CN1CCN(c2ccc(Cl)cc2NC(=O)C2COc3ccccc3O2)CC1 (stereo unspecified) | -3 | 85 | 108* | 1 | 82 | -3 | 82 | 104
O=C(Oc1cccc(NC(=O)c2ccccc2Cl)c1)c1ccc([N+](=O)[O-])cc1 | -2 | 103 | 0 | 4 | 102 | -7 | 101 | 104
Cc1cccnc1NC(=O)C1CCN(S(=O)(=O)c2ccc3ccccc3c2)CC1 | 2 | 96 | 2 | 1 | 96 | 4 | 96 | 109
CC(=O)c1ccc(-c2ccc(C(=O)NCC3CCCO3)o2)cc1 (stereo unspecified) | -2 | 98 | 7 | 11 | 97 | 3 | 104 | 102
COc1ccc(OC)c(S(=O)(=O)N2CCCC(C(=O)NCc3ccncc3)C2)c1 (stereo unspecified) | 6 | 98 | 2 | -8 | 102 | 2 | 93 | 97
COc1ccc(C2CC(=O)C=C(NNS(=O)(=O)c3ccc(C)cc3)C2)cc1 (stereo unspecified) | 36 | 108 | -1 | 2 | 98 | -10 | 98 | 114
COc1ccc(CNC(=O)COC(=O)CC(NC(N)=O)c2ccc(Cl)cc2)cc1OC (stereo unspecified) | . | 104 | 0 | 0 | 102 | 9 | 106 | 87
C=CCNC(=O)c1n[nH]c2c1CC(C(C)(C)CC)CC2 (stereo unspecified) | -8 | 92 | -6 | 10 | 99 | -7 | 126 | 104
CCC(C)C(=O)Nc1ncc2c(n1)CC(c1cccs1)CC2=O (stereo unspecified) | 5 | 111 | 1 | 3 | 116 | 2 | 112 | 91
CCOCCc1nn2c(=O)cc(CSCC(=O)Nc3ccc(OC)cc3)nc2s1 | -22 | 106 | 0 | 6 | 102 | 0 | 96 | 100
COc1ccccc1N1CCN(C2CCCN(C(=O)c3ccccn3)C2)CC1 (stereo unspecified) | 3 | 96 | 1 | 8 | 97 | 6 | 97 | 92
O=C(CNC(=O)c1ccccc1)NCCc1ccc(O)c(O)c1 | 70 | 99 | 0 | -32 | 97 | -20 | 91 | 105
CCc1ccc2nc(NC(=O)c3ccc(N4C(=O)CCC4=O)cc3)sc2c1 | . | 108 | -2 | -4 | 108 | 2 | 96 | 97
CN(c1ccc(C(=O)NCc2ccccn2)cc1)S(=O)(=O)c1ccc(Cl)cc1 | -1 | 114[may fluoresce green] | 4 | 7 | 98[may fluoresce green] | 3 | 103[may fluoresce green] | 103
Cc1ccc(CN2C(=O)S/C(=C\c3ccccc3OCC(=O)O)C2=O)cc1 | -2 | 117 | 1 | -4 | 108 | 1 | 99 | 97
CC(=O)c1ccc(OCC(O)CN2CCc3ccccc3C2)cc1 (stereo unspecified) | 5 | 101 | 2 | -1 | 101 | 5 | 100 | 97
COc1ccc(CN2CCN(Cc3ccc(OC)c(OC)c3OC)CC2)cc1 | -18 | 94 | 2 | -9 | 101 | 0 | 85 | 88
O=C1CCN(Cc2cccnc2)CCN1[C@H](CO)Cc1ccccc1 | 5 | 95 | 2 | -7 | 99 | -1 | 104 | 97
N#CC(C#N)=Cc1cc2ccccc2nc1N1CCCCC1 | -2 | 91 | 15 | 4 | 107 | 6 | 98 | 109
Cc1cccc(CN2CCN(CC(C)C)C(CCO)C2)n1 (stereo unspecified) | -3 | 91 | 7 | -5 | 99 | 5 | 94 | 106
NCCCn1c(C(=O)c2cc(Cl)c(N)c(Cl)c2)c2ccccc2[n+]1[O-] | -5 | 100 | 72* | -8 | 96 | 0 | 97 | 87
Cc1c(C(=O)NCCc2ccc(S(N)(=O)=O)cc2)cccc1[N+](=O)[O-] | -3 | 99 | 5 | -8 | 97 | 0 | 89 | 105
CCOc1ccccc1C(C(=O)NCCOC)N(CCOC)C(=O)Cn1nnc2ccccc21 (stereo unspecified) | -3 | 100 | 0 | -1 | 100 | -7 | 98 | 108
O=C1C(Nc2ccccc2)=C(NS(=O)(=O)c2ccccc2)C(=O)c2ccccc21 | 2 | 99 | 57* | 0 | 109 | -11 | 97 | 100
Cc1ccccc1CN1CCN(C/C=C/c2ccccc2)CC1 | 0 | 111 | -2 | 7 | 103 | -3 | 108 | 100
c1ccc(-c2nc3ccccn3c2-c2ccccc2)cc1 | 4 | 96 | 3 | 2 | 100 | -12 | 117 | 87
CCn1nc(C)c(CNC(=O)Nc2ccc3c(c2)OCO3)c1C | -26 | 102 | 68* | -5 | 98 | 3 | 95 | 92
O=C(Cc1ccccc1)Nc1c(Cl)ccc2nsnc12 | -7 | 102 | 5 | -1 | 104 | -6 | . | 98
